GDH-TPI inh – GDH-TPI coupled enzyme inhibition counter-screen. GDH-TPI coupled enzyme counterscreen, NADH absorbance. inhibition, % at 4.8 µM. 360,000 tested, 1.2% active. AID 588335;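 note: 0% = DMSO wells and 100% = wells lacking the enzyme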
BoNT F protease – BoNT F light chain protease inhibition. Multiplex microsphere protease cleavage assay, flow cytometry. inhibition, % at 10 µM. 360,000 tested, 0.22% active. AID 588497; in the data active = inhibition above about 35%, passing the limit was not always enough; inconclusive = no clear call, values can overlap the other calls; note: plate controls were buffer without enzyme for full effect and enzyme alone for no effect
CCHFV vOTU inh – CCHFV vOTU protease inhibition | Pep-AMC fluorescence | inhibition, % at 11.5 µM | 370,000 tested, 0.55% active | AID 651958; note: 0% = vehicle wells with enzyme and 100% = no enzyme wells
MazF activator – activators of E. coli MazEF toxin-antitoxin RNase; 350,000 tested, 0.32% active; FAM/BHQ RNA-DNA oligo cleavage fluorescence, 5 h; activation, % at 20 µM; P0AE70; AID 504720; in the data active = activation above about 50%
Target sequence (P0AE70 whole entry, looked up): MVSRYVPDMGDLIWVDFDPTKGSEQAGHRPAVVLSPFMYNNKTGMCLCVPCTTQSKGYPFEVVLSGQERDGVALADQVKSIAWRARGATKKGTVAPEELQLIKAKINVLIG
Mtb FBA inh – inhibits M. tuberculosis FBA enzyme | purified M. tuberculosis FBA, fluorescence read-out | P9WQA3 | inhibition, % at 1 µM | 360,000 tested, 2.3% active; in the data active = inhibition above about 27%;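 note: 0% = vehicle and 100% = reference inhibitor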
Target sequence (P9WQA3 whole entry, looked up): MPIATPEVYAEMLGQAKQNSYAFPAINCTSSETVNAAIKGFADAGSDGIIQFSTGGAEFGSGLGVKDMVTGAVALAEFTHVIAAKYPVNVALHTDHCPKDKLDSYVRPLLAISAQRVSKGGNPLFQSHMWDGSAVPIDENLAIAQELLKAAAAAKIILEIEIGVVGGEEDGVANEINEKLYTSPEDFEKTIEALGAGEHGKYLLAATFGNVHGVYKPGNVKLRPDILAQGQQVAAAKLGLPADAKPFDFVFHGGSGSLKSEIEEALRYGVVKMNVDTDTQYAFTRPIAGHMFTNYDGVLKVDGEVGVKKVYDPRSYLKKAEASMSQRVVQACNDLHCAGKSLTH
Rv3671c inh – Rv3671c (M. tuberculosis) protease inhibition; inhibition, % at 5.96 µM; 320,000 tested, 0.048% active; in the data active = inhibition above about 38%;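 note: extracellular domain of Rv3671c used as enzyme; 0% = enzyme with DMSO and 100% = no enzyme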
Target sequence (P9WHR9 whole entry, looked up, the tested form may be a part): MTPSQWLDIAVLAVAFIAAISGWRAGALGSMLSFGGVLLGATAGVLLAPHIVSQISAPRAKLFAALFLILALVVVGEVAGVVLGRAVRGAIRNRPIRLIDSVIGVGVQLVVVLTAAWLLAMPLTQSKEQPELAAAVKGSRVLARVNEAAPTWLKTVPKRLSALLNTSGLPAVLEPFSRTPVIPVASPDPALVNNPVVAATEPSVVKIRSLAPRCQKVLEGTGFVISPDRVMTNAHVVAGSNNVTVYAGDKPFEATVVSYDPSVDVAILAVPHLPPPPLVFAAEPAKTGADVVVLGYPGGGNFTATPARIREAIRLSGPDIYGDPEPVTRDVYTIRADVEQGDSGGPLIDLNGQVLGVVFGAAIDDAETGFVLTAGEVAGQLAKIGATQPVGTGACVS
FadD28 binding – blocks FadD28 binding to the bisubstrate probe | fluorescence polarization | inhibition, % at 12.5 µM | 360,000 tested, 0.22% active | AID 588549; in the data active = inhibition above about 8.5%, passing the limit was not always enough; inconclusive = no clear call, values can overlap the other calls
VHR inh abs – DUSP3 (human) phosphatase inhibition; recombinant VHR phosphatase, pNPP absorbance; 290,000 tested, 0.52% active; P51452; inhibition, % at 13.3 µM; AID 1654; in the data active = inhibition above about 50%; note: some compounds called inactive have numbers as strong as hits
Target sequence (P51452 whole entry, looked up): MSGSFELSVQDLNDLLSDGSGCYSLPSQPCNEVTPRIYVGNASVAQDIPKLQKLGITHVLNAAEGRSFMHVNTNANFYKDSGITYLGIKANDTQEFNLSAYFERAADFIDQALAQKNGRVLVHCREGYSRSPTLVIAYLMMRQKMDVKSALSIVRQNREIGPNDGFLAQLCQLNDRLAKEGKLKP
Mtb BioA inh – blocks M. tuberculosis BioA enzyme activity; 360,000 tested, 0.096% active; inhibition, % at 9.99 µM; purified M. tuberculosis BioA enzyme, plate reader; AID 602481; in the data active = inhibition above about 40%; inconclusive = no clear call, values can overlap the other calls
UGM FP inh – blocks M. tuberculosis UGM enzyme | P9WIQ1 | purified UGM, fluorescence polarization probe displacement | inhibition, % at 10 µM | 320,000 tested, 0.06% active | AID 504406; in the data active = inhibition above about 10%, passing the limit was not always enough; inconclusive = no clear call, values can overlap the other calls
The depositor's hits bear a star; ? = inconclusive; · = no result given. Cut-off read from the data, not from the text of the source, unless noted: active = inhibition above about 30%; inactive = the rest.

Values run as follows: CCHFV vOTU inh | Rv3671c inh | FadD28 binding | VHR inh abs | BoNT F protease | GDH-TPI inh | MazF activator | Mtb FBA inh | UGM FP inh | Mtb BioA inh
CC(C)(O)[C@H](O)Cc1cc2ccc(=O)oc2cc1O[C@@H]1O[C@H](CO)[C@@H](O)[C@H](O)[C@H]1O
→ -4 | -2 | 0.0 | · | 0 | 13 | 0 | 6 | 4.3 | -3.4
COC(=O)[C@@H]1C(OC(=O)c2ccccc2)CC2CCC1N2C (some centres undefined)
→ -2 | -8 | -2.4 | · | -7 | -6 | -18 | 0 | · | -0.7
O=C(CCN1C(=O)c2ccccc2S1(=O)=O)Nc1ccccc1F
→ -9 | · | -1.0 | 13 | 0 | 4 | 2 | 1 | · | -1.1
CCCCN(CC(=O)Nc1cccc(S(=O)(=O)N2CCCC2)c1)Cc1nc2ccccc2c(=O)[nH]1
→ 3 | · | -4.6 | · | · | 5 | -2 | -2 | · | -1.2
O=C1c2ccccc2C(=O)N1CC1=NCCc2ccccc21
→ 39* | -18 | 1.0 | 32 | 4 | 8 | -13 | 6 | -0.6 | -1.0
Cc1occc1C(=O)N1CCCC(CCC(=O)NCc2ccc(F)c(F)c2)C1 (centres undefined)
→ 0 | 3 | -1.5 | 68 | -4 | 3 | -2 | 1 | -0.3 | 0.4
CCN(CC)CCCN(C(=O)c1ccco1)c1nc(-c2ccc(C)cc2)cs1
→ -9 | 8 | -3.8 | 16 | -4 | 4 | 19 | 3 | 1.0 | 0.7
Cc1ccc(N(CC(=O)NCc2ccco2)C(=O)CCC(=O)Nc2ccccn2)cc1C
→ 12 | 6 | -3.8 | 10 | -1 | -5 | 5 | 1 | -6.9 | -0.5
Cc1ccccc1C(=O)Nn1cnc2ccccc2c1=O
→ -2 | 3 | 0.4 | -6 | -2 | -5 | 16 | 2 | -0.9 | ·
CN1C(=O)c2oc3ccccc3c(=O)c2C1c1cccnc1 (centres undefined)
→ 2 | 9 | -0.7 | · | -3 | 16 | -1 | 11 | 0.5 | -2.7
CCN(CC)S(=O)(=O)c1ccc(/C=C/C(=O)Nc2ccc(F)c(F)c2F)cc1
→ 5 | -2 | -5.5 | 2 | 1 | 2 | -11 | -6 | -1.9 | -0.9
Cn1c(CCC(=O)O)nc2cc(S(=O)(=O)N3CCCCC3)ccc21
→ 5 | -4 | -0.6 | · | -6 | 0 | 5 | 1 | -1.4 | -0.4
COc1ccc(C(C(=O)NCc2ccccc2)N(Cc2ccco2)C(=O)c2snc(C(N)=O)c2N)cc1OC (centres undefined)
→ 3 | -6 | -3.5 | 16 | 3 | 4 | 3 | 2 | 0.7 | -2.8
COc1ccc(-c2cc3ccc(OCc4nn[nH]n4)cc3oc2=O)cc1OC
→ 18 | -1 | -6.0 | 40 | 0 | 42* | -2 | 11 | -0.5 | 9.3
O=C(CCNS(=O)(=O)c1ccc(Br)cc1)NCc1ccco1
→ -2 | -4 | -0.5 | · | · | 3 | -1 | 0 | · | ·

Values run as follows: CCHFV vOTU inh | Rv3671c inh | FadD28 binding | VHR inh abs | BoNT F protease | GDH-TPI inh | MazF activator | Mtb FBA inh | UGM FP inh | Mtb BioA inh
CC(C)n1c(CN2CCN(Cc3ccccc3)CC2)nc2ccccc21
→ 4 | 10 | -1.9 | 5 | ? | -9 | 5 | 3 | -2.0 | -0.4
Cc1cccc(NC(=O)C2CCCN(S(=O)(=O)c3cccc4nsnc34)C2)n1 (centres undefined)
→ 7 | -6 | -4.8 | 14 | -11 | -3 | 3 | 2 | 3.2 | -0.8
N/C(=N\OC(=O)c1ccccc1F)c1cccc([N+](=O)[O-])c1
→ -16 | -11 | 1.6 | 51* | -12 | -2 | 6 | -1 | 2.8 | 0.3
O=P1(NCc2ccco2)COc2ccccc2OC1
→ 3 | 0 | -3.1 | 7 | 1 | 2 | 0 | 4 | -3.1 | -0.3
CC(=O)N(C)c1ccc(OCC(O)COc2ccc(N(C)C(C)=O)cc2)cc1
→ 4 | 2 | -1.3 | 17 | -37 | -1 | 4 | 6 | 2.8 | -0.6
O=C(Cn1c(=O)sc2ccccc21)Nc1ccc(O)cc1
→ -4 | -9 | 1.4 | 3 | -1 | 2 | 3 | 2 | 0.9 | 0.3
COc1ccc(C(C)=O)cc1Cn1cnc2c(cnn2C)c1=O
→ -13 | 19 | -0.6 | 5 | -4 | 16 | 1 | 4 | -3.8 | 4.9
CC(C)CSc1oc(-c2ccco2)nc1S(=O)(=O)c1ccccc1
→ 20 | -4 | -3.4 | 8 | -2 | 3 | -5 | 4 | 0.0 | ·
Cn1c(=O)c2cc(S(=O)(=O)NC(C(=O)Nc3cccnc3)c3ccccc3)ccc2n(C)c1=O (centres undefined)
→ -2 | 0 | -4.5 | 6 | -10 | -3 | 7 | -2 | 1.4 | 1.2
CC(=O)COc1ccc(-c2csnn2)cc1
→ -7 | 5 | -3.2 | -19 | ? | 2 | -1 | 1 | 1.8 | ·
CCCCOc1ccc(N(CC(=O)NC(C)(C)C)C(=O)CCC(=O)Nc2nccs2)cc1
→ 22 | 3 | 0.0 | -8 | -24 | 18 | -7 | 1 | -0.3 | -1.3
Cc1ccc(S(=O)(=O)NCC(=O)OCC(=O)c2ccc(Cl)s2)cc1
→ 12 | -1 | 0.5 | 5 | 1 | -5 | 6 | 4 | 0.0 | -1.0
Cc1cc(OCC(=O)NCCN2CCOCC2)c2c(C)c(C)c(=O)oc2c1
→ 1 | 1 | -0.9 | 4 | -1 | 10 | -4 | 52* | -4.6 | -0.1
O=C(c1cccc(S(=O)(=O)N2CCN(c3ccccc3)CC2)c1)N1CCCCCCC1
→ 2 | -3 | ? | · | -1 | 8 | 2 | -2 | -0.9 | ·
CCOc1ccccc1OCC(=O)Nc1nnc(C)s1
→ -6 | -16 | 1.1 | 25 | -6 | 1 | -17 | 1 | -1.2 | -2.0

Values run as follows: CCHFV vOTU inh | Rv3671c inh | FadD28 binding | VHR inh abs | BoNT F protease | GDH-TPI inh | MazF activator | Mtb FBA inh | UGM FP inh | Mtb BioA inh
CCN1CCN(S(=O)(=O)c2cccs2)CC1
→ 7 | -7 | 0.0 | 8 | -7 | 2 | 4 | -1 | -1.6 | -0.3
Cn1c(-c2ccccc2)cc(=NNS(C)(=O)=O)c2cc(S(=O)(=O)O)ccc21
→ -1 | · | -2.7 | · | -1 | 10 | 4 | 3 | · | 2.1
O=C1CC(c2ccccc2)=NN1c1ccc([N+](=O)[O-])cc1
→ 10 | -19 | 1.8 | 16 | -1 | 14 | 5 | -6 | 0.5 | ·
COc1ccccc1NC(=O)C1CCCN1C(=O)Nc1ccc(F)cc1 (centres undefined)
→ 3 | 5 | 1.5 | -2 | -6 | 2 | 4 | -1 | 1.0 | -0.7
COc1ccc(OC)c(C(O)CNC(=O)CN)c1 (centres undefined)
→ -2 | -2 | -3.5 | · | -11 | -3 | 2 | -3 | 5.4 | 0.0
O=C(CSc1nnc(CNC(=O)c2ccc(F)cc2)o1)NCc1ccccc1
→ 13 | -1 | -3.3 | -20 | 0 | -2 | 5 | -2 | 0.1 | -0.3
CC(C)(C)NC(=O)NC(=O)Cn1ccsc1=N
→ -3 | 9 | 0.1 | 17 | 10 | 6 | -2 | 3 | · | -0.6
CCCc1cc(-c2nc(-c3ccc(Br)cc3)cs2)ccn1
→ -8 | -11 | -5.4 | 2 | -1 | 2 | 1 | -3 | -1.1 | ·
Cc1cc(C)cc(NC(=S)NCc2ccc3[nH]c4c(c3c2)CCCC4)c1
→ 14 | 11 | 0.0 | -4 | -14 | 4 | 2 | 4 | 0.1 | -1.4
COc1ccccc1OCC(=O)Sc1ccc(C)cc1
→ -11 | 11 | -1.5 | 0 | -13 | 9 | -6 | 4 | 3.9 | -1.5
CN(C)CCNC(=O)c1ccc(Cl)c2cc3ccccc3nc12
→ -13 | · | -3.4 | · | -25 | 7 | 12 | 9 | · | ·
O=c1oc2ccccc2cc1-c1cn2ccccc2n1
→ -9 | -6 | -1.5 | 6 | -1 | 30 | -14 | 4 | -1.8 | ·
Cc1ccc(N(CC(=O)NC2CC2)S(=O)(=O)c2ccccc2)c(C)c1
→ 0 | -12 | -0.4 | -14 | 2 | 2 | -4 | -1 | -2.6 | -2.1
Cn1cc(/C=C2/SC(=O)N(CC(=O)Nc3ccc4c(c3)OCO4)C2=O)c2ccccc21
→ -9 | -6 | 0.2 | 6 | 2 | 19 | -1 | -1 | -0.2 | ·
COc1ccc(S(=O)(=O)Nc2cc3c4c(c2)CC(=O)N4CCC3)cc1C
→ 8 | 7 | 0.1 | · | -15 | 1 | 5 | -3 | 1.0 | 1.8

Values run as follows: CCHFV vOTU inh | Rv3671c inh | FadD28 binding | VHR inh abs | BoNT F protease | GDH-TPI inh | MazF activator | Mtb FBA inh | UGM FP inh | Mtb BioA inh
Cc1ccc(S(=O)(=O)NCCN=Cc2ccc(N(C)C)cc2)cc1
→ 20 | 6 | 2.2 | 40 | -1 | 22 | -4 | -4 | 0.1 | -1.3
COCCN1C(=O)/C(=C/c2c(OC)cc(OC)cc2OC)C(=O)N(c2ccccc2)C1=O
→ 1 | 1 | -3.5 | 23 | 1 | 15 | -10 | -3 | 5.8 | -0.2
O=C(C1CCN(c2nnc(N3CCCC3=O)s2)CC1)N1CCN(c2cccc(C(F)(F)F)c2)CC1
→ 3 | 8 | -1.1 | 18 | 0 | -4 | 2 | 5 | 1.5 | -0.6
N#C/C(=C\c1cccn1-c1ccccc1)C(=O)NC1CCCCC1
→ 7 | -1 | -1.3 | 38 | -6 | 21 | 7 | 0 | -2.3 | ·
O=C(c1noc2c1CCCC2)N1CCc2c([nH]c3ccccc23)C1c1ccccn1 (centres undefined)
→ 10 | -3 | -0.9 | 35 | -7 | 0 | -2 | 0 | 0.5 | ·
CCN(CC)C1CCN(C(=O)c2cc(COc3ccccc3SC)on2)C1 (centres undefined)
→ 4 | 0 | -3.1 | 9 | 3 | -1 | 1 | 1 | 5.7 | -4.7
CC(=O)Nc1nc2c(s1)C(=O)NCC(C)(C)C2
→ 8 | 0 | -0.5 | 4 | ? | -2 | 2 | 3 | 0.1 | 13
Cc1cnc(C(=O)OC(C)C(=O)Nc2ccc3c(c2)OCCO3)cn1 (centres undefined)
→ 4 | 5 | -2.7 | 4 | -5 | 2 | 4 | 1 | -1.0 | -0.4
CN(C)C(=O)CSc1cnc2ccccc2n1
→ 5 | -1 | -1.4 | 9 | -4 | 8 | 1 | -1 | -0.1 | ·
COc1ccc(/C=C(/C#N)C(=O)NC2CCCCC2)cc1Br
→ -23 | 5 | -1.0 | 25 | 36* | 13 | 11 | -7 | 2.7 | -2.0
CCN(C(=O)c1ccc(C)c(Br)c1)c1ccccc1
→ -4 | -5 | -1.9 | 16 | 60* | 10 | -1 | -5 | 1.0 | ·
O=C(O)c1ccccc1C(=O)NCCCCCCNC(=O)c1ccccc1C(=O)O
→ 9 | -2 | -0.2 | 22 | 5 | -1 | 12 | 2 | 3.5 | 4.5
COc1ccc(C(O)c2ncc(-c3ccc(Cl)cc3)[nH]2)cc1 (centres undefined)
→ 0 | · | -2.5 | · | -3 | 8 | · | 0 | · | 0.5
Cc1ccc(C(NC(=O)N2CCCC2)C(Cl)(Cl)Cl)cc1F (centres undefined)
→ -10 | 1 | -1.4 | 51* | 4 | 1 | 8 | -2 | -4.1 | ·
O=C1c2ccccc2NC2(CCCCC2)N1N=C1CCCCC1
→ -31 | 7 | 1.5 | -1 | -9 | 1 | 1 | 11 | -2.1 | 0.6

A second format for some results above.
SMILES,CCHFV vOTU inh,Rv3671c inh,FadD28 binding,VHR inh abs,BoNT F protease,GDH-TPI inh,MazF activator,Mtb FBA inh,UGM FP inh,Mtb BioA inh
N#C/C(=C\c1cccn1-c1ccccc1)C(=O)NC1CCCCC1,7,-1,-1.3,38,-6,21,7,0,-2.3,·
O=C(c1noc2c1CCCC2)N1CCc2c([nH]c3ccccc23)C1c1ccccn1 (centres undefined),10,-3,-0.9,35,-7,0,-2,0,0.5,·
CCN(CC)C1CCN(C(=O)c2cc(COc3ccccc3SC)on2)C1 (centres undefined),4,0,-3.1,9,3,-1,1,1,5.7,-4.7
CC(=O)Nc1nc2c(s1)C(=O)NCC(C)(C)C2,8,0,-0.5,4,?,-2,2,3,0.1,13
